PREPL inhibitor: PREPL enzyme inhibitors, primary screen, biochemical, fluorescence polarization; recombinant PREPL, fluorescence polarization activity-based probe; inhibition, % at 5.96 µM; actives 0.68% (n = 320,000); in the data active = inhibition above about 43%;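 also: 0% = enzyme with DMSO and 100% = wells lacking enzyme; many of its hits are not listed in these tables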
PAFAH1B3 FP inh: PAFAH1B3 enzyme inhibitors, primary screen, biochemical, fluorescence polarization, human | recombinant PAFAH1B3, FP-rhodamine probe | inhibition, % at 3.39 µM | actives 0.28% (n = 340,000) | AID 492972, 2010;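 active = inhibition above the screen-wide average of all tested compounds plus 3 SD, cut at about 25% in these data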;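 also: 0% = enzyme with DMSO only and 100% = wells lacking PAFAH1B3 protein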
Target sequence (Q15102 whole entry, looked up): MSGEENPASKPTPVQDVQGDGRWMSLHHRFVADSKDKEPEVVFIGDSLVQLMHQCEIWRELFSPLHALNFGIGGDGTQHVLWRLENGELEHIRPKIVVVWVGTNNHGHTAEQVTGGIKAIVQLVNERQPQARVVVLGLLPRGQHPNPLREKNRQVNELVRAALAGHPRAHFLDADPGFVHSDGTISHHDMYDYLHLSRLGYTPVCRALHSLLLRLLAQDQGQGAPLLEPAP
ZTA DNA inh: ZTA (EBV) inhibition in EBNA-1 counter-screen | ZTA-DNA binding, fluorescence polarization | actives 0.15% (n = 320,000) | inhibition, % at 11 µM; in the data active = inhibition above about 33%
Target sequence (P03206 whole entry, looked up): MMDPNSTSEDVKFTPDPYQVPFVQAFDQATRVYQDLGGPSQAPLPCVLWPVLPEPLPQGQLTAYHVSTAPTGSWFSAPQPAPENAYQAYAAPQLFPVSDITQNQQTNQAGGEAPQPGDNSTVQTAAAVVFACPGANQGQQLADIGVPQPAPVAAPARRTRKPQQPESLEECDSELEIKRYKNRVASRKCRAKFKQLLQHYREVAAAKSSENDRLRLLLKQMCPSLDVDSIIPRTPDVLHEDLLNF
EBNA-1 inhibitor: EBNA-1 DNA-binding inhibitors, primary screen, biochemical, fluorescence polarization | inhibition, % at 14.8 µM | actives 0.34% (n = 300,000); in the data active = inhibition above about 28%
LYPLA1 inh: LYPLA1 inhibitors, primary screen, counter-screen for PME1 inhibitor project, biochemical, fluorescence polarization, FP-Rh probe ABPP; recombinant LYPLA1; inhibition, % at 5.9 µM; actives 0.16% (n = 320,000);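 active = inhibition above the mean of all tested compounds plus 3 SD, set per campaign, cut at about 14% in these data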;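 also: inhibitors block serine hydrolase probe labeling of LYPLA1 so polarization falls; 0% = enzyme with DMSO and 100% = wells lacking LYPLA1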
PAD4 inh: human PAD4 inhibitors, primary screen, biochemical, fluorescence polarization, 1536-well format; recombinant PAD4, RCA probe fluorescence polarization; inhibition, % at 6.36 µM; actives 0.41% (n = 330,000); AID 485272, 2010;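 active = percent inhibition above a cutoff equal to the mean of all tested compounds plus 3 SD, cut at about 15% in these data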;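 also: 0% = PAD4 with RCA probe and DMSO and 100% = probe without PAD4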
LYPLA2 counter: LYPLA2 inhibitors, primary screen, counter-screen for PME1 inhibitor project, biochemical, fluorescence polarization, FP-Rh probe ABPP. actives 0.38% (n = 320,000). recombinant LYPLA2. inhibition, % at 5.9 µM;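 active = inhibition above the screen-wide mean plus 3 SD, limit set per campaign, cut at about 26% in these data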;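 also: 0% = LYPLA2 with DMSO and 100% = wells lacking LYPLA2 enzyme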
Target sequence (O95372 whole entry, looked up): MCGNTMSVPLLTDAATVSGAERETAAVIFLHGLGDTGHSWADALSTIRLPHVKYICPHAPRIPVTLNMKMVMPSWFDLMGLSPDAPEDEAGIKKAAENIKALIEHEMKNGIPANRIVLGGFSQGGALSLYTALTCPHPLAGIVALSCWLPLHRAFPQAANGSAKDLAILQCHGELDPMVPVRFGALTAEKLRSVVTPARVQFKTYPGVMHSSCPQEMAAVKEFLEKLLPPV
PAFAH2 FP inh: PAFAH2 enzyme inhibitors, primary screen, biochemical, fluorescence polarization, human; recombinant PAFAH2, FP-rhodamine activity probe; inhibition, % at 3.39 µM; actives 0.99% (n = 340,000);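 active = inhibition above the mean over all tested compounds plus 3 SD, cut at about 30% in these data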;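 also: inhibitors block probe labeling of enzyme so polarization drops; 0% = enzyme with DMSO and 100% = wells lacking PAFAH2 protein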
GSTO1 inh: inhibitors of recombinant GSTO1, primary screen, counter-screen for RBBP9 inhibitor project, biochemical, fluorescence polarization | Glutathione S-transferase omega-1 (Homo sapiens), P78417 | activity-based probe fluorescence polarization | inhibition, % at 5.96 µM | actives 1.1% (n = 300,000) | AID 1974, 2009;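 active = inhibition above the campaign mean inhibition plus 3 SD, cut at about 35% in these data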;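 also: 0% = GSTO1-1 with DMSO and 100% = wells lacking GSTO1-1 enzyme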
Target sequence (P78417 whole entry, looked up): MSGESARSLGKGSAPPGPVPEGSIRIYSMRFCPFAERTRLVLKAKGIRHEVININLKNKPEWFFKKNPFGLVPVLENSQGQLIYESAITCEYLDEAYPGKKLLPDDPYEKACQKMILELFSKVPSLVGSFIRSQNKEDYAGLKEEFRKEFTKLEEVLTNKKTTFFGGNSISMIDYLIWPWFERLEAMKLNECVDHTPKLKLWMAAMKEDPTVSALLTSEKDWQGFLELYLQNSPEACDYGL
* marks the source's active call; other numbers are inactive results; · = not tested or not shown. These rows are one share of the data; rates above refer to the full screens.

The line under a structure holds: PREPL inhibitor	PAFAH1B3 FP inh	ZTA DNA inh	EBNA-1 inhibitor	LYPLA1 inh	PAD4 inh	LYPLA2 counter	PAFAH2 FP inh	GSTO1 inh
[1] O=C(c1cccc(C(F)(F)F)c1)N1CCC(=O)N(C(CO)Cc2ccccc2)CC1 (stereo unspecified)
    3	12	9	6	0	0	4	4	5
[2] CCOc1cccc(C(=O)Nc2ccncc2)c1
    6	16	2	-1	1	-2	10	-1	3
[3] C=CCn1c(SCC(=O)NC2CCS(=O)(=O)C2)nnc1-c1cc2c(s1)CCC(CC)C2 (stereo unspecified)
    0	0	-7	4	-2	0	1	-6	4
[4] CN(CC1CCOCC1)C(=O)CC1C(=O)NCCN1Cc1ccc(Cl)c(F)c1 (stereo unspecified)
    5	10	10	0	6	-2	6	3	9
[5] COCCCNC(=O)c1cc(Nc2ccc(OC)cc2OC)nc2ccccc12
    12	0	9	0	-5	-6	-11	-3	3
[6] CC1CN(C2CCN(S(=O)(=O)c3ccccc3)CC2)CC(C)O1 (stereo unspecified)
    4	5	3	7	-3	-4	2	2	3
[7] Cc1ccc2c(cnn2C(=O)CCC(=O)N2CCCCC2)c1
    7	3	12	2	-1	-2	5	11	3
[8] O=C(O)CNc1nc(-c2ccccc2)c2cc([N+](=O)[O-])ccc2n1
    7	11	2	0	-2	-3	2	-1	1
[9] CC(C)(C)C1CCc2onc(C(=O)NCc3ccc(F)cc3)c2C1 (stereo unspecified)
    15	0	5	2	-3	4	-1	5	3
[10] O=S(=O)(NCCc1ccc(Cl)cc1)c1cccc2cccnc12
    -16	4	-1	7	0	1	1	3	-3
[11] C[C@H]1CN([C@@H](C)CO)C(=O)c2cccc(NC(=O)Nc3ccc(F)cc3)c2O[C@@H]1CN(C)Cc1ccc(C(=O)O)cc1
    3	7	·	·	·	-2	·	3	·
[12] COc1cc2c(cc1N/C=C(\C#N)c1nc(-c3ccccc3)cs1)oc1ccccc12
    5	-2	-1	-6	1	-3	-3	-9	3
[13] N/C(=N\OC(=O)Oc1ccccc1)c1ccc(Cl)cc1
    2	0	4	11	2	1	0	8	-3
[14] O=C(c1cc(-c2ccccc2O)on1)N1CCCC1
    8	-1	15	-6	-1	0	8	8	5
[15] CC(C)OCCCNC(=O)COc1ccc2oc3c(c2c1)CCCC3
    24	4	-9	-11	1	-3	-3	4	3
[16] NS(=O)(=O)c1cccc(NS(=O)(=O)c2ccc(/C=C/C(=O)OCC(=O)c3ccccc3)cc2)c1
    0	-1	-3	-9	-1	3	-6	58*	-8
[17] COc1ccc(N2CCN(C(=O)c3c(-c4ccccc4)noc3C)CC2)cc1
    17	4	-19	-6	-2	5	-2	1	13
[18] O=C(COc1ccccc1)Nc1c2c(nn1-c1ccccc1)CS(=O)(=O)C2
    1	3	21	2	3	-1	2	-3	1
[19] O=C(c1ccc2c(c1)OCCO2)N1CCN(Cc2ccccc2)CC1
    0	2	8	-3	-1	0	1	-4	3
[20] CC(C)C(=O)NC(Nc1ccccc1F)C(Cl)(Cl)Cl (stereo unspecified)
    4	9	-14	-1	0	-8	6	2	-3
[21] Cc1cc([N+](=O)[O-])cnc1NC(C)c1ccccc1 (stereo unspecified)
    0	-1	-3	-5	1	7	4	7	3
[22] CSc1ccccc1OCc1cc(C(=O)N2CCC(Oc3cccnc3)CC2)no1
    2	6	-3	3	36*	-7	35*	7	-3
[23] CC(C)[C@H](NC(=O)C1CCCC1)c1nc2ccccc2[nH]1
    18	8	-2	-4	3	4	5	-10	12
[24] C[C@]12CCC3C(CC[C@H]4CC(O)CC[C@]34C)C1CC/C2=N/NC(=O)c1ccncc1 (stereo partly specified)
    0	3	5	4	0	0	4	1	0
[25] CN(C)CCN(C(=O)c1ccc(N2C(=O)CCC2=O)cc1)c1nc2cc3c(cc2s1)OCCO3
    7	·	-4	-4	1	0	6	·	-2
[26] COc1ccc(C2OCC3(CO2)SC(=O)NC3=O)cc1OC (stereo unspecified)
    -1	3	5	-3	-1	0	-6	1	2
[27] C#CCOc1c(Cl)cc(/C=N/NC(N)=S)cc1OCC
    7	-4	-12	8	-1	3	1	5	-4
[28] Cc1cc(C)n(Cc2ccc(NC(=O)c3c([N+](=O)[O-])c(C)nn3C)cc2)n1
    -28	1	15	5	-5	4	18	-3	6
[29] O=C(O)CN1C(=O)/C(=C2\SC(=S)N(C(Cc3ccccc3)C(=O)O)C2=O)c2ccccc21 (stereo unspecified)
    -11	7	7	3	0	-1	3	19	10
[30] Cc1cccc(S(=O)(=O)Nc2ccncc2)c1
    -1	4	6	3	-4	-3	0	10	1

Part of the list above in order of SMILES length, descending.
The line under a structure holds: PREPL inhibitor	PAFAH1B3 FP inh	ZTA DNA inh	EBNA-1 inhibitor	LYPLA1 inh	PAD4 inh	LYPLA2 counter	PAFAH2 FP inh	GSTO1 inh
[19] O=C(c1ccc2c(c1)OCCO2)N1CCN(Cc2ccccc2)CC1
    0	2	8	-3	-1	0	1	-4	3
[15] CC(C)OCCCNC(=O)COc1ccc2oc3c(c2c1)CCCC3
    24	4	-9	-11	1	-3	-3	4	3
[20] CC(C)C(=O)NC(Nc1ccccc1F)C(Cl)(Cl)Cl (stereo unspecified)
    4	9	-14	-1	0	-8	6	2	-3

(more compounds)
The line under a structure holds: PREPL inhibitor	PAFAH1B3 FP inh	ZTA DNA inh	EBNA-1 inhibitor	LYPLA1 inh	PAD4 inh	LYPLA2 counter	PAFAH2 FP inh	GSTO1 inh
[31] CN(c1ccccc1)S(=O)(=O)c1cccc(NC(=O)CCNC(=O)c2ccc(Cl)cc2)c1
    -1	-1	4	·	-11	-2	-16	2	·
[32] Cc1ccc(S(=O)(=O)N(C)C)cc1NC(=O)c1sccc1Cl
    -1	6	0	1	1	2	3	-3	3
[33] CCCn1c(C(C)Nc2nc(-c3ccc(C)cc3)cs2)nc2cc(Cl)c(N3CCCCC3)cc21 (stereo unspecified)
    3	-4	-1	-2	-4	2	-2	-5	1
[34] Cc1cc(NCc2ccc(F)cc2)nc2cc(Cl)ccc12
    8	1	-14	-7	-5	-1	-6	-2	-2
[35] Cc1cccc(C)c1NC(=O)CNC(=O)CNC(=O)Cc1cccc2ccccc12
    18	-1	-12	·	-3	3	-2	3	·
[36] COC(=O)C1=C(C)N(CC2CCCO2)C(=O)C1 (stereo unspecified)
    23	-4	-4	6	4	-1	10	3	2
[37] C=CCN1C(=O)C(CC(=O)O)SC1=Nc1ccc(C(=O)O)cc1 (stereo unspecified)
    12	-1	9	1	2	6	-9	-2	0
[38] O=S(=O)(Nc1ccon1)c1ccc(Br)cc1
    2	7	8	5	-2	-6	4	-3	-8
[39] COCc1cc(C)n(CC(=O)Nc2ccccc2C(=O)OC)c(=O)c1C#N
    -5	3	-6	-4	-1	-4	1	0	-1
[40] CCc1cc2ccc(OC)cc2nc1SCC(=O)NNC(C)=O
    5	5	-7	5	3	-3	-3	-1	3
[41] COc1ccc(C(CNC(=O)c2cc3c(s2)CCCC3)N2CCOCC2)cc1 (stereo unspecified)
    0	-3	-2	6	0	-2	-1	5	-4
[42] COc1ccccc1/C=N/NC(=O)c1ccc(N(C)S(=O)(=O)c2ccccc2)cc1
    4	3	-12	-2	-9	-5	-5	-11	-3
[43] CC(C)c1nnc(NC(=O)C2CCN(c3cnccn3)CC2)s1
    5	-2	-9	7	3	-3	8	-7	4
[44] CNc1nnc(SCC(=O)N2c3ccccc3NC(=O)CC2C)s1 (stereo unspecified)
    -5	4	-3	·	1	-2	1	-7	·
[45] Cc1ccsc1S(=O)(=O)N1CCC(CO)(CC2CCCCO2)CC1 (stereo unspecified)
    5	5	-12	-4	-2	-6	0	2	-1
[46] N#CCSc1nnc(-c2cnccn2)n1Cc1ccccc1
    -4	0	13	-9	-3	0	-3	-4	4
[47] COc1ccc2oc(=N)c(C(=O)Nc3cccc(C)c3C)cc2c1
    -1	8	5	5	-2	-3	-5	-3	4
[48] Cc1cccc(NC(=O)c2ccc(S(=O)(=O)NCc3cccnc3)cc2)c1C
    -2	-3	9	0	2	0	-1	-5	5
[49] COc1ccc(N(CC(=O)NCc2ccco2)S(C)(=O)=O)c(OC)c1
    12	2	-3	-12	-2	-4	2	8	-3
[50] COc1ccc(NS(=O)(=O)c2cccc(C(=O)N(C)Cc3ccc(SC)cc3)c2)cc1
    16	6	-8	-6	-2	2	8	1	14
[51] CC(=O)/C=C(\C)N=Nc1c(O)[nH]c2ccccc12
    4	4	-2	4	-4	-2	1	10	2
[52] CCOC(=O)C1CCN(c2ccc([N+](=O)[O-])cc2)CC1
    -11	-7	3	-9	1	-9	1	-8	4
[53] CC(C(=O)Nc1cc(C(F)(F)F)ccc1N1CCOCC1)N1C(=O)C2CC=CCC2C1=O (stereo unspecified)
    8	1	-11	-4	-1	7	0	-4	-2
[54] O=C(Nc1ccc(OCC(F)(F)C(F)F)c(C(F)(F)F)c1)c1ccccc1
    -4	-10	2	1	-22	4	-35	-9	-5
[55] Cc1ccc(S(=O)(=O)N2CCOCC2)cc1C(=O)OC1CCCCC1=O (stereo unspecified)
    1	6	9	-11	-4	-1	-4	2	14
[56] N#Cc1cc(Oc2ccc(Cl)cc2)c(N2CCOCC2)cc1C#N
    -20	8	-11	22	4	0	9	0	-1
[57] COc1ccc(NC(=O)CSc2nncn2C)cc1OC
    14	1	-2	-5	2	1	-3	4	14
[58] O=C(NNc1cc(N2CCOCC2)nc(N2CCOCC2)n1)C12CC3CC(CC(C3)C1)C2
    -7	10	-7	-6	-3	4	3	2	2
[59] O=C(CCC(=O)N(CC(=O)NC1CCCCC1)c1ccc2c(c1)OCCO2)Nc1ccccn1
    2	·	15	-2	1	-3	-2	·	8
[60] O=C(NC1CC1)C1=C[C@H](c2ccccc2)C[C@H](OCc2ccc(CO)cc2)O1
    1	9	8	7	1	-1	-2	3	2
[61] C=CC[C@H](CC(=O)NCCO)C(=O)N[C@H](COC(=O)[C@@H](CC=C)CC(=O)OC(C)(C)C)Cc1ccccc1
    12	4	·	·	·	-1	·	2	·
[62] N#C/C(=N\Nc1ccccc1)C(=N)N1CCOCC1
    7	2	-7	2	1	0	-6	-18	1
[63] CN(C)c1cccc(C(=O)OCc2cc(=O)oc3cc(O)ccc23)c1
    12	3	13	-6	0	1	8	7	13
[64] CN(CC(=O)Nc1ncn[nH]1)S(=O)(=O)c1cc(Cl)ccc1Cl
    -6	9	-1	0	1	-3	0	4	-1
